# Assay outcomes as filed in PubChem.
# TSHR antag: Antagonists of the Thyroid Stimulating Hormone Receptor: HTS campaign | activity change, negative = inhibition, % at 11.5 µM | AID 504810, 2011 | Thyrotropin receptor (Homo sapiens), P16473 | 330,000 tested, 0.2% active | TSHR-expressing cells, TSH-stimulated cAMP HTRF, 2 h; stronger effect = lower value;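 active means activity change below a set negative limit, meaning inhibition stronger than a set level, cut at about -70% in these data; inconclusive means activity change between two set negative limits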; further: on the % scale 0 is the no-effect control and ±100 the full control effect
#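 Inhibition of cAMP made by TSHR-expressing cells under TSH stimulation (4nM final, EC80; 2 h, 37 deg C) is quantified with a one-step lysis HTRF kit, anti-cAMP cryptate versus cAMP-d2.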
# USP2a inh: qHTS Assay for Inhibitors of Ubiquitin-specific Protease USP2a Using CHOP2 as the Reporter; USP2 core, Ub-CHOP2 coupled fluorogenic reporter, 485/531; Potency, µM (highest dose often 38.3 µM), without a hit: top-dose activity change, negative = inhibition, usual class: inhibitors; 330,000 tested, 0.01% active; AID 463254, 2010;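 further: potency means the concentration at half of the fitted maximal effect; plate controls were DMSO wells for no effect and full inhibition by NEM control for full effect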
#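 Cell-free coupled assay: 10nM USP2 core preincubated 30min RT with compound in Tris-HCl pH 8.0/CaCl2/CHAPS buffer, then 25nM Ub-CHOP2 and 25nM reporter substrate; fluorescence (Ex 485/Em 531) read after 60min RT, normalized to NEM inhibition, concentration-response curves fitted.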
# S-ASM inh: Inhibitors of Secretory Acid Sphingomyelinase (S-ASM): qHTS; Sphingomyelin phosphodiesterase (Homo sapiens), P17405; placental ASM, HMU-PC fluorogenic substrate, 60 min; Potency, µM (series often up to 57.5 µM), without a hit: at the top dose activity change, negative = inhibition, actives largely listed as inhibitors; 340,000 tested, 0.006% active; further: potency means the concentration at half of the fitted maximal effect
#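 Human placenta-derived ASM preincubated with compound 10 min at room temperature, then reacted with 9 uM (final) fluorogenic HMU-PC substrate for 60 min at 37 C. Stop solution raises pH to 10; fluorescence read at Ex 386/Em 447 nm.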
# GALK inh: qHTS Assay for Inhibitors of Human Galactokinase (GALK). P51570. Purified GALK, Kinase-Glo residual ATP luminescence. Potency, µM (doses to about 57.5 µM), for the others: top-dose activity change, negative = inhibition, actives largely listed as inhibitors. 270,000 tested, 0.007% active; further: potency means the concentration at half of the fitted maximal effect; on the % scale 0 is the no-effect control and ±100 the full control effect
# Target sequence (P51570 whole entry, looked up): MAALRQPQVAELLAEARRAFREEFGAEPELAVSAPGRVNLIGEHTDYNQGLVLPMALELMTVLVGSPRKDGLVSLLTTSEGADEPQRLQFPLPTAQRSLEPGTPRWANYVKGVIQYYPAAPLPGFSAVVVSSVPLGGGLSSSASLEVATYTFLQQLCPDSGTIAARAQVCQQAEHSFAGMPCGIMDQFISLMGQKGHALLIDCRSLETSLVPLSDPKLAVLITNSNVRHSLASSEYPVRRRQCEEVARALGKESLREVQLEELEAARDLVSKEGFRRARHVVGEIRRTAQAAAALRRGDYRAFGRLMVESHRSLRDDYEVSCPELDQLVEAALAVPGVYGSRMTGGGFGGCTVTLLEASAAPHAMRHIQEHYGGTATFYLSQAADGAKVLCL
#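 The enzyme phosphorylates galactose (100 uM) using ATP (35 uM); inhibition is detected as higher residual ATP, quantified by bioluminescence after 1 h reaction at room temperature, pH 8.0.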
# Chronic BCR inh: qHTS Assay to Find Inhibitors of Chronic Active B-Cell Receptor Signaling; ABC-DLBCL IkBa-CBG/CBR reporter, luminescence ratio, 4 h; Potency, µM (titrated, usually from 46.1 µM), for the others: at the highest dose ratio change, negative = lower green/red ratio, usual class: inhibitors; 340,000 tested, 0.05% active; active means well fitted inhibition curve with a large enough effect in the signal ratio, with a control signal flat, not every such curve was filed as active; inconclusive means small, poorly fitted or top-dose-only effect, or effect the other way, or a change in a side signal; the % refers to the signal ratio;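 further: potency means the concentration at half of the fitted maximal effect; plate controls were basal doxycycline-induced cells for no effect and cells given 10 µM MG132 for full effect; MG132 reads +100%, hits lower the ratio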
#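 Concentration-response series (up to 46 uM) were applied to TMD8 dual-reporter cells for 4 h at 37C with doxycycline. Green/red ratio, after filter-overlap correction, defined %Activity; red signal alone was normalised to basal cells and zero luminescence.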
# PKM2 act: qHTS Assay for Activators of Human Muscle isoform 2 Pyruvate Kinase | purified PKM2, Kinase-Glo ATP luminescence, activation; response scale: 0% is enzyme alone, no compound | Pyruvate kinase PKM (Homo sapiens), P14618 | 260,000 tested, 0.34% active | Potency, µM (titrated, usually from 57.5 µM), for inactives: top-dose activation, actives largely listed as activators | AID 1631, 2009; further: potency means the concentration at half of the fitted maximal effect; on the % scale 0 is the no-effect control and ±100 the full control effect; nearly all actives have a fitted effect of over 55% in size
#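 ATP formation by purified human PK-M2, quantified via coupled luciferase luminescence after 1 h at room temperature with 0.1 mM ADP and 0.5 mM PEP final.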
# Menin MLL FP TR: qHTS Assay for Inhibitors Targeting the Menin-MLL Interaction in MLL Related Leukemias: Competition With Texas Red Labeled MLL-derived Mutant Peptide; Potency, µM (doses to about 61.6 µM), without a hit: top-dose FP activity change, negative = inhibition, most hits filed as inhibitors; 270,000 tested, 0.23% active; Menin + Texas Red MLL mutant peptide, fluorescence polarization; active means well fitted inhibition curve with a large enough effect in the polarisation, with a control signal flat, not every such curve was filed as active; inconclusive means small, poorly fitted or top-dose-only effect, or effect the other way, or a change in a side signal; inactive means no such curve, though single readings can be large or run the other way; the % refers to the polarisation; further: potency means the concentration at half of the fitted maximal effect; % of control where 0% means no effect; many of its hits are not listed in these tables
# Target sequence (O00255 whole entry, looked up): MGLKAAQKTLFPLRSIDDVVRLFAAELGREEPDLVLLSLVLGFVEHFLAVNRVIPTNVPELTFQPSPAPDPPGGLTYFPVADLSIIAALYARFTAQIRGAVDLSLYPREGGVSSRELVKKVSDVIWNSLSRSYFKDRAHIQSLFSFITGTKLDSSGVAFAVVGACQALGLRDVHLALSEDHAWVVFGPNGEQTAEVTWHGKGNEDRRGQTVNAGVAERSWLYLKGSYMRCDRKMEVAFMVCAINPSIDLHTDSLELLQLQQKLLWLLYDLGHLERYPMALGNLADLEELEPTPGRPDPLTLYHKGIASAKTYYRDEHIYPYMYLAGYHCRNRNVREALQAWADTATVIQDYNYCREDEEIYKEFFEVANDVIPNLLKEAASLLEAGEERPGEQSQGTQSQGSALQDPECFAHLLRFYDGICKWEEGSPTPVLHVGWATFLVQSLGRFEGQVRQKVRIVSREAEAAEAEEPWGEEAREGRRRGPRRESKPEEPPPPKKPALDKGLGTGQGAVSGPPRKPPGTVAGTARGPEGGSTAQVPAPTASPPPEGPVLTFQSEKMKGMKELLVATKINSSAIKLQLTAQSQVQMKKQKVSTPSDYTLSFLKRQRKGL
# MBNL1 CUG block: qHTS Assay for Inhibitors of MBNL1-poly(CUG) RNA binding; Muscleblind-like protein 1 (Homo sapiens), Q9NR56; TR-FRET MBNL1-His/biotin-(CUG)12 binding, 665/545 ratio; Potency, µM (top dose mostly 57.5 µM), without a hit: at the highest dose activity change, negative = inhibition, usual class: inhibitors; 280,000 tested, 0.036% active; AID 2675, 2010; active means well fitted inhibition curve with a large enough effect in the signal ratio, with a control signal flat, not every such curve was filed as active; inconclusive means small, poorly fitted or top-dose-only effect, or effect the other way, or a change in a side signal; inactive means no such curve, though single readings can be large or run the other way; the % refers to the signal ratio; further: potency means the concentration at half of the fitted maximal effect; on the % scale 0 is the no-effect control and ±100 the full control effect
#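 TR-FRET readout: Ex 340 nm, 665/545 nm emission ratio, normalized to buffer-only (basal) and MBNL1-(CUG)12 controls. Complex of MBNL1-His with Biotin-(CUG)12, compounds 92 nM–58 uM, incubated 60 min at room temperature.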
# Mito fusion yeast: qHTS Assay for Small Molecule Inhibitors of Mitochondrial Division or Activators of Mitochondrial Fusion; S. cerevisiae fusion-defective mutant growth rescue, CellTiterGlo 48 h; Potency, µM (top dose mostly 46.1 µM), for the others: at the top dose growth rescue (activation), hits mostly activators; 320,000 tested, 0.23% active; AID 485298, 2010;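 further: potency means the concentration at half of the fitted maximal effect; % of control where 0% means no effect; nearly all actives have a fitted effect of over 45% in size; temperature-sensitive fusion mutants such as fzo1-1 at 37 °C on non-fermentable ethanol glycerol medium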
#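 Read-out: ATP-based luminescence (CellTiterGlo, 10 min ambient) reporting growth of fusion-defective ts yeast after 48 hours at 37C on glycerol/ethanol YPEG medium in the presence of compound.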
# Eya2 phos inh: qHTS Assay for Inhibitors of the Phosphatase Activity of Eya2; Potency, µM (highest dose often 76.9 µM), for the others: top-dose activity, negative = inhibition, most hits filed as inhibitors; recombinant Eya2, OMFP fluorescence dephosphorylation (OMFP is methylfluorescein phosphate); 330,000 tested, 0.006% active; Protein phosphatase EYA2 (Homo sapiens), O00167; AID 488837, 2010; further: potency means the concentration at half of the fitted maximal effect; on the % scale 0 is the no-effect control and ±100 the full control effect
#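 Eya2 protein (added as 0.2 uM solution) was preincubated with compound for 10 min at ambient temperature in 50 mM HEPES pH 7.5, 50 mM NaCl, 5 uM MgCl2, 0.05% BSA, 1 mM DTT. OMFP (added at 50 uM) then reacted 10 min; fluorescence read at 485/525 nm.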
# hERG WT inh: qHTS for Inhibitors of KCHN2 3.1: Wildtype qHTS | Voltage-gated inwardly rectifying potassium channel KCNH2 (Homo sapiens), Q12809 | AID 720551, 2013 | 340,000 tested, 0.37% active | U2OS, BacMam KCNH2, thallium flux FluxOr; stronger effect = lower value | activity change, % at 1.84 µM;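 active means maximum activity change below -70%; inconclusive means maximum activity change between -70% and -50%; inactive means maximum activity change above -50%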; further: on the % scale 0 is the no-effect control and ±100 the full control effect
#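 U2OS cells were transduced with wild-type KCNH2 virus (2.03 x 10^8 / mL) for 4 h at room temperature, then cultured overnight at 37 C. Thallium flux was read with FluxOr dye. Rate constants were normalized to DMSO controls.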
# Active calls of the source: *; ? = inconclusive; nt = not tested or not shown; & = joins results of further samples; [ ] = another dose, or the depositor's remark. Unless noted, the call rests on the fitted dose curve; in most records, active means well fitted curve in the direction sought with a large enough effect; inconclusive means small, poorly fitted or top-dose-only effect, or another doubt; inactive means no such curve, though single readings can be large; an effect the other way counts as inactive or inconclusive. Not all compounds are listed (hit frequency here may not be typical).
SMILES,TSHR antag,USP2a inh,S-ASM inh,GALK inh,Chronic BCR inh,PKM2 act,Menin MLL FP TR,MBNL1 CUG block,Mito fusion yeast,Eya2 phos inh,hERG WT inh
O=C(CSc1ncnc2c1nnn2Cc1ccc(F)cc1)NC1CCCC1,4,4%,-2%,-1%,0%,1%,?,15%,0%,-4%,29
COc1ccc(NC(=O)N2CCc3ccccc3C2)cc1,-6,-1%,-3%,-3%,-6%,0%,-4%,8%,1%,8%,4
COc1ccc(NC(=O)COc2ccccc2C(=O)NCC(c2ccccc2)N(C)C)cc1Cl (configuration not stated),11,-3%,3%,18%,-1%,0%,-15%,-7%,-18%,-8%,13
CCCN1CCN(C(=O)C2CCN(c3nnc(C)c4c(C)n(-c5ccc(C)cc5)nc34)CC2)CC1,5,4%,24%,2%,-15%,nt,-5%,-9%,6%,1%,3
O=C(Nc1ccccc1Cl)Nc1ccccc1Cl,-3,8%,0%,-1%,?,-4%,nt,11%,3%,1%,-5
COc1ccc(NS(=O)(=O)c2cccc(NC(=O)c3ccc(S(=O)(=O)N4CCCCCC4)cc3)c2)cc1,-46,3%,-8%,-3%,1%,3%,0%,?,-3%,3%,-10
O=C(NC(=S)NCCSc1ccccc1)c1cccnc1,17,-1%,5%,1%,-8%,-1%,-3%,-12%,-21%,-5%,1
CCOC(=O)C1CCCN(C(=O)c2ccc(Cn3c(=S)[nH]c4cc(C(=O)OC)ccc4c3=O)cc2)C1 (configuration not stated),0,-1%,13%,-3%,-19%,-2%,-5%,16%,4%,-11%,-11
COc1ccc(N2CCN(C(=O)CCCn3c(=O)[nH]c4ccsc4c3=O)CC2)cc1,-9,-10%,4%,2%,8%,4%,0%,6%,0%,8%,10
Cc1ccc(S(=O)(=O)Nc2c3ccccc3nc(=O)n2-c2ccccc2)cc1,15,3%,nt,-2%,?,0%,8%,-1%,-1%,1%,-9
C=CCNS(=O)(=O)c1ccc(OCC(=O)OC)cc1,4,1%,-1%,0%,13%,1%,12%,10%,-4%,7%,1
FC(F)(F)c1ccccc1/C=N/n1c(C2CCCCC2)n[nH]c1=S,-12,-9%,-7%,2%,0%,nt,?,-3%,-36%[inhibitor],-13%,-4
CCOc1ccc(CCNC(=O)COC(=O)/C=C/c2ccc(OC)c(OC)c2)cc1OCC,4,-1%,1%,-1%,-11%,2%,nt,14%,-4%,6%,1
COc1ccc(C(=O)c2coc3ccc(O)cc23)cc1,-2,0%,0%,-2%,?,nt,-4%&-3%,-3%,-7%,-17%,-1
COC(=O)C1=C(C)N(C)C(=O)NC1c1cc2c(cc1Br)OCO2 (configuration not stated),7,0%,5%,7%,-3%,-2%,-14%,-4%,4%,-16%,4
CC(C)(C)NC(=O)c1ccccc1NC(=O)C1CCCO1 (configuration not stated),0,10%,-2%,-3%,0%,0%,-25%,-4%,4%,4%,4
CC(=O)N1CCC2(CC1)C/C(=N\NC(=S)Nc1ccc(C)cc1)c1cc(O)ccc1O2,-2,3%,68%[activator],-2%,10%,2%,?,18%,-11%,?,1
CN(CCc1ccccn1)C(=S)Nc1cccc(S(=O)(=O)N(C)C)c1,8,2%,30%,-2%,1%,nt,nt,4%,-1%,17%,2
COc1cccc(-n2c(SCC(=O)NCc3cccs3)nc3ccccc3c2=O)c1,-4,-2%,1%,2%,-2%,2%,-9%,-16%,8%,-3%,14
CC(C)N1CC(C(=O)Nc2nc3ccccc3s2)CC1=O (configuration not stated),3,-1%,2%,0%,7%,1%,-3%,-5%,-7%,17%,3
CCOc1ccc(-c2ccc(/C=C3/C(=N)N4C=CSC4=NC3=O)o2)c([N+](=O)[O-])c1,-10,2%,-3%,2%,?,-5%,?,2%,0%,-13%,-6
Cc1ccc(-c2nc3ccccc3c(=O)n2CCCn2ccnc2)cc1,8,0%,3%,0%,-1%,-3%,1%,-11%,2%,14%,23
COc1ccc(NC(=O)c2ccc(-n3cccn3)nc2)c(OC)c1,-5,0%,-1%,-2%,-1%,-3%,-1%,-4%,0%,28%,0
C/C(=N\NC(=S)NC1CCCCC1)c1ccc(OC(F)F)cc1OC(F)F,18,-4%,-1%,-3%,-12%,0%,-6%,2%,-2%,-10%,2
CCOC(=O)c1ccc(NC(=S)N2CCN(CCNC3=CC(=O)CC(C)(C)C3)CC2)cc1,-2,-1%,-1%,1%,4%,0%,13%,-2%,-2%,7%,nt

# 3 entries drawn at random from those above, as already listed:
SMILES,TSHR antag,USP2a inh,S-ASM inh,GALK inh,Chronic BCR inh,PKM2 act,Menin MLL FP TR,MBNL1 CUG block,Mito fusion yeast,Eya2 phos inh,hERG WT inh
COc1ccc(C(=O)c2coc3ccc(O)cc23)cc1,-2,0%,0%,-2%,?,nt,-4%&-3%,-3%,-7%,-17%,-1
COc1ccc(NC(=O)N2CCc3ccccc3C2)cc1,-6,-1%,-3%,-3%,-6%,0%,-4%,8%,1%,8%,4
CC(=O)N1CCC2(CC1)C/C(=N\NC(=S)Nc1ccc(C)cc1)c1cc(O)ccc1O2,-2,3%,68%[activator],-2%,10%,2%,?,18%,-11%,?,1

# Later entries.
SMILES,TSHR antag,USP2a inh,S-ASM inh,GALK inh,Chronic BCR inh,PKM2 act,Menin MLL FP TR,MBNL1 CUG block,Mito fusion yeast,Eya2 phos inh,hERG WT inh
NS(=O)(=O)c1ccc(CNC(=O)/C=C/c2ccco2)cc1,10,4%,-8%,-2%,1%,20%,nt,11%,-1%,-3%,6
CC(C)Oc1ccc(C(CC(=O)O)n2cnnn2)cc1 (configuration not stated),-3,2%,4%,0%,9%,-3%,-8%,-7%,7%,-1%,-7
Cc1cccc(C)c1N(Cc1ccccc1F)S(C)(=O)=O,0,1%,6%,1%,8%,3%,-20%,-8%,2%,3%,-1
COCC(C)n1c(SCC(=O)Nc2cc(C)on2)nc2ccccc2c1=O (configuration not stated),-3,0%,3%,nt,-14%,nt,nt,nt,-5%,5%,5
Cc1ccc(Cl)cc1N1CCN(C2CCCCC2NS(=O)(=O)c2ccccc2)CC1 (configuration not stated),14,1%,-7%,6%,-1%,0%,7%,-4%,-12%,13%,-12
CCCCN(C)C(=O)Cn1c(=O)oc2cc(S(=O)(=O)N3CC(C)CC(C)C3)ccc21 (configuration not stated),-1,0%,-1%,-1%,1%,1%,nt,-16%,4%,13%,7
COCCNC(=S)N(Cc1cc2cc(C)ccc2n2nnnc12)C1CCCC1,4,3%,0%,0%,-15%,-2%,-2%,9%,-2%,6%,0
O=C(COC(=O)c1c(Cl)cccc1Cl)Nc1cc(Cl)ccc1Oc1ccccc1,13,-8%,-2%,0%,0%,-17%,-12%,-8%,1%,-17%,-29
O=C(CCc1ccc(S(=O)(=O)N2CCOCC2)cc1)Nc1nccs1,-3,3%,-1%,1%,9%,0%,-19%,5%,2%,-13%,-7
